mcGAS MS inh: mouse cGAS inhibition by mass spec. Q8C6L5. recombinant mouse cGAS, cGAMP by RapidFire MS. inhibition, % at 12.5 µM. actives 0.18% (n = 130,000);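 active = inhibition of cGAS enzyme activity at or above 60%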;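 note: enzyme stimulated by 45 bp dsDNA with ATP and GTP substrates; cGAMP share of summed cGAMP plus half ATP and half GTP signals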
Target sequence (Q8C6L5 whole entry, looked up): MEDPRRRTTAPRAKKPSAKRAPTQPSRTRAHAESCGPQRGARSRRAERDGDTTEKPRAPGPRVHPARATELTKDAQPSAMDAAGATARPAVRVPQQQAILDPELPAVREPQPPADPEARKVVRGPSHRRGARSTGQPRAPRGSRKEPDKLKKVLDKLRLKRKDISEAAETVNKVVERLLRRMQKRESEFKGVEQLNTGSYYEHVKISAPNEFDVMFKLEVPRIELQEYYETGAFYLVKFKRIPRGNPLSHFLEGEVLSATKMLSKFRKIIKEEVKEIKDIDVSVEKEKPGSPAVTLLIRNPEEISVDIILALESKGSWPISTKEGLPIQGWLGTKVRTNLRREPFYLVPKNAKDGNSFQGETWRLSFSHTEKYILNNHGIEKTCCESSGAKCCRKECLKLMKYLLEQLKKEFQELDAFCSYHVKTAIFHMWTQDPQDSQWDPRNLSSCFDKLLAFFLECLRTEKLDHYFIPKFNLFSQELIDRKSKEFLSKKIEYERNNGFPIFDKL
Starred values were filed as active, the others as inactive.

SMILES	mcGAS MS inh
Cc1cc(C)n(-c2nc(-c3ccccc3)nc3c2COC(C)(C)C3)n1	-5
CC(NC(=O)C#Cc1ccccc1)C(C)(C)C (stereo unspecified)	5
O=C(O)c1cc(N2C[C@@H]3[C@H](C2)[C@H]2CC[C@@H]3O2)nc2ccccc12	-8
NC1(c2noc(C3CCOC3)n2)CCCCCC1 (stereo unspecified)	-4
COc1ccc(NC(=O)C(C)Oc2cccc(-n3cnnn3)c2)cc1Cl (stereo unspecified)	6
Cc1ccccc1C(=O)Nc1c(C)nc2sc(C)c(C)n2c1=O	-6
CCOC(=O)N1CCN(C(c2ccc(OC)c(OC)c2)c2c(O)cc(C)n(CCOC)c2=O)CC1 (stereo unspecified)	-7
CCOC(C)C(=O)Nc1sccc1S(C)(=O)=O (stereo unspecified)	0
CN1CCN(c2ccc(NC(=O)NC3CCCCC3)cc2)CC1	-7
CC1CCN(Cc2csc(NC(=O)C3CC(=O)N(c4ccc5c(c4)OCCO5)C3)n2)CC1 (stereo unspecified)	-4
O=C(Nc1ccc(F)cc1F)N1CC(c2ccncc2)C1	-15
CNC(=O)c1nn(CN2CCc3sccc3C2)c(=O)c2ccccc12	3
CC(C)OC(=O)c1nnn(-c2nonc2N)c1CN1CCCC1	-13
CCOC(=O)c1c(C)[nH]c(C(=O)OCC(=O)c2cc(C)n(CC3CCCO3)c2C)c1C (stereo unspecified)	-2
Cc1ccc(NC(=O)c2cccnc2)cc1OCC(F)F	0
COC(=O)CCC(=O)N1CCC(C2CCN(Cc3cccc(F)c3F)CC2)C1 (stereo unspecified)	3
CCc1cc2c(=O)n(Cc3ccco3)c(SCC(=O)NCc3ccco3)nc2s1	-3
COc1ccc(NC(=O)N(CC(O)c2ccccc2)CC(C)(C)C)c(Cl)c1 (stereo unspecified)	-7
O=C(Nc1c(Cl)cccc1C(=O)O)c1ccccc1	-7
COc1ccc(C(F)(F)F)cc1NC(=O)c1ccc(Cn2ccnc2)cc1	-5
CCOC(=O)C1(CCCc2ccccc2)CCN(C(=O)c2ccc3cccc(F)c3n2)CC1	-2
CNC(=O)[C@@H]1C[C@H](N)CN1C(=O)CCn1nc(C)c(C)c1C	-23
Cc1nn(CC(=O)N(C)C)c(C)c1S(=O)(=O)N(C)C	0
C#CCN1CCC(C(=O)N(CCN(C)C)CC2CCCO2)CC1 (stereo unspecified)	-9
Cc1nn(C)c(C)c1NC(=O)CN1CCc2[nH]c3ccccc3c2C1	-1
SMILES	mcGAS MS inh
O=C(NC(=S)NCc1ccc(Cl)cc1Cl)c1cccs1	-7
Cc1ncc(C(=O)N2CCC3(CN(C)C(=O)O3)C2)c(-c2ccccc2)n1 (stereo unspecified)	-13
Cc1cc(C(=O)Nc2sc3c(c2-c2nc4ccccc4s2)CCN(C)C3)on1	-7
COc1ncc(-c2cc(Cl)c3c(c2)CC(CN)O3)c(OC)n1 (stereo unspecified)	-8
Cc1cc(C(=O)NNC(=O)C2CC2)n[nH]1	-6
CONC(=O)c1cccc(CN(C)Cc2ccccc2)c1	-1
FC(F)(F)c1cc(-c2ccco2)nc(-n2cccn2)n1	-8
CCC1CCCCN1CC(=O)N1CCCN(C)C2(CCN(C)CC2)C1 (stereo unspecified)	-10
CCCC(=O)NC(c1cccc([N+](=O)[O-])c1)c1ccc2cccnc2c1O (stereo unspecified)	-7
CCC1(CC)NC(=S)N(Nc2ccccc2)C1=O	1
O=C1c2ccccc2C(=O)C1c1ccncc1	-7
COCCc1nc2ccc(C(=O)NCc3cc4cc(OC)ccc4[nH]3)cc2o1	-4
Cc1cc(Br)oc1C(=O)Nc1ccc(S(C)(=O)=O)nc1	0
COc1ccc(OCCCSc2ncnc3sc4c(c23)CCC4)cc1	-15
N#CC1=C(c2ccc(Cl)c(Cl)c2)OCSC1=S	-5
CC(=O)Nc1ccc(NS(=O)(=O)c2ccc(C)cc2)c([N+](=O)[O-])c1	-1
Cc1cc(C)nc(N=C(N)N2CCCCC2)n1	-8
O=C(CSc1ccc(C(=O)NCCc2ccc(O)cc2)cn1)c1ccc(Cl)cc1	4
COC(=O)C1C(=O)NCC1c1ccccc1 (stereo unspecified)	9
CC(C)c1nnc(NC(=O)c2ccc(N3CCOC3=O)cc2)s1	-8
CC1(C(=O)NS(=O)(=O)c2ccc(Br)cc2)CCN1C(=O)CC1CCCCC1 (stereo unspecified)	-6
O=C(CC1COCCN1)NCc1ccc(-c2ccccn2)s1 (stereo unspecified)	-16
CN1CC2(CCN(C(=O)c3csc(-c4cccnc4)n3)C2)OC1=O (stereo unspecified)	-5
NC(=O)c1ccc(NC(=O)CN2CCC(Cn3c(COc4ccccc4)nc4ccccc43)CC2)cc1	-6
Cc1cnc(CN(C)Cc2cc3c(cc2OC(F)F)OCO3)o1	-6
SMILES	mcGAS MS inh
CN1CC2(CCN(C(=O)C3c4ccccc4-c4ccccc43)C2)OC1=O (stereo unspecified)	-22
CC1CCc2c(sc3nc(CN4CCOCC4)nc(N(C)C4CCCCC4)c23)C1 (stereo unspecified)	-5
O=C(Cc1cccs1)NCc1ccc(N2CCCCC2)nc1	-18
CC(C)c1n[nH]c(=S)n1CCNC(=O)c1cccc(N(C)C)c1	0
CC(C)=Cc1ccc(C#N)c(=S)[nH]1	10
CCOC(=O)N1CCN(c2nc(C)ncc2CC)CC1	-11
COc1ccc(C(=O)NNC(=O)c2ccccc2SCc2cc(C)no2)cc1OC	0
O=C(O)CCCCCN1C(=O)CSC1=S	0
CCCc1noc(CN(C)Cc2cccc(-n3cccn3)c2)n1	-3
CC(C)c1n[nH]c2c1CN(C(=O)c1noc3c1CCCC3)CC2	1
Cc1ccc(C(C)NC(=O)CN2CCC(O)(Cn3ccnc3)CC2)cc1 (stereo unspecified)	-14
O=c1[nH]c2c(s1)C(c1ccc(OCc3ccccc3)cc1)C1C3CCC(C3)C1S2 (stereo unspecified)	4
COC(=O)n1c(C)c(Br)c2cc(OC)c(Br)cc21	-4
O=C(c1cc(Cl)ccc1F)N1CCN(CC(=O)N2CCNC2=O)CC1	2
CN1CCN(C(=O)c2ccnc(N3CC(c4ccccn4)C3)c2)CC1	-17
CCOCC(=O)Nc1nc2ccccc2nc1N1CCCC1	-14
CNc1cnc(-c2ccc(O)cc2C)cn1	-3
Cc1nn2c(C(F)(F)F)cc(-c3ccc(Cl)cc3)nc2c1C(=O)N1CCCc2ccccc21	-11
CS(=O)(=O)N1CCC(Nc2ccc3ccc(F)cc3n2)CC1	3
O=C(CSCc1ccccc1F)Nc1c(F)cccc1F	1
CC(C)SCC(=O)N1C[C@@H](C(=O)O)C[C@H](C(=O)NCc2ccccn2)C1	-5
O=C1OC(/C=C/c2cccc([N+](=O)[O-])c2)=NC/1=C\c1c(F)cccc1Cl	-15
O=C(NC1CCS(=O)(=O)C1)c1ccc2c3c(cccc13)CC2 (stereo unspecified)	2
CCOC(=O)CN1CCCC1c1ccccn1 (stereo unspecified)	-6
CC(=O)OCC(=O)CC12CC3CC(CC(C3)C1)C2	-10
SMILES	mcGAS MS inh
CCc1nn(C)c(C(=O)O)c1N	7
Cc1csc(=O)n1CCN1CCC(CCc2ccccc2)CC1	-20
Cc1ccc(CN(CC(O)c2ccccc2)C(C)C)s1 (stereo unspecified)	-5
CCCN(C)Cc1c(C(=O)N2CCN(C3CCCCC3)CC2)nc2ccccn12	-10
CN(Cc1ccc(Br)s1)C(=O)c1ccc[nH]c1=S	-3
CCc1ccc(C(=O)CCC(=O)N2CCN(c3ncccn3)CC2)cc1	5
Cc1ccc([N+](=O)[O-])cc1NC(=O)C1COc2ccccc2O1 (stereo unspecified)	-6
Cc1cc(N2C(=O)c3oc4cc(C)c(C)cc4c(=O)c3C2c2cccc([N+](=O)[O-])c2)no1 (stereo unspecified)	-7
COc1ccccc1CN(Cc1cccc(C)c1)C(=O)c1ccc(=O)n(C)c1	-11
Cc1cnc(N(C)Cc2cc(C3CC3)n[nH]2)nc1N(C)C	-9
O=C(Cc1csc(-n2cccc2)n1)Nc1cccnc1	-6
CN1CCN(c2nc3ccccc3nc2NS(=O)(=O)c2cccs2)CC1	-4
COc1ccc(C(=O)N=c2sc(C)cn2Cc2cccc(C(=O)NCc3ccco3)c2)cc1OC	-11
Cc1ncc(C(=O)NCCCn2ccc3ccccc32)c(C)n1	-11
CC(=O)N(CC1=CCCN(Cc2cc(C)on2)C1)C1CCCc2ccccc21 (stereo unspecified)	-5
Nc1c(C(=O)CSc2nnc(C3COc4ccccc4O3)o2)c(=O)[nH]c(=O)n1C1CC1 (stereo unspecified)	6
C#CC(CC)(CC)NC(=O)c1ccc(S(C)(=O)=O)cc1	2
Cc1ccc(NC(=O)CC(=O)NC(C)CCc2ccco2)cc1 (stereo unspecified)	11
CC(c1ncc(-c2ccccc2)o1)N1CCN(C(=O)C(C)(C)C)CC1 (stereo unspecified)	-9
CC(C)N1CCC(=O)N(Cc2ccc(CN3C(=O)CCN(C(C)C)C3=O)cc2)C1=O	-8
COc1ccc(COC(=O)c2cccc3cn[nH]c23)cc1	10
CCOc1ncccc1Cn1ccnc1-c1nc2ccccc2n1C	-7
O=C(NC1CCCCC1)c1noc2c1CCCC2	11
CC(Oc1cccc(Cl)c1)C(=O)N(C)Cc1ccc(N(C)C)cc1 (stereo unspecified)	0
COCCn1c(C)cn2c3c(=O)n(CCc4ccccc4)c(=O)n(C)c3nc12	-1

Retrieved by compound from the list above, four records:
SMILES	mcGAS MS inh
CN(Cc1ccc(Br)s1)C(=O)c1ccc[nH]c1=S	-3
Cc1cnc(N(C)Cc2cc(C3CC3)n[nH]2)nc1N(C)C	-9
Cc1ccc(CN(CC(O)c2ccccc2)C(C)C)s1 (stereo unspecified)	-5
Cc1ncc(C(=O)NCCCn2ccc3ccccc32)c(C)n1	-11

Next section:
SMILES	mcGAS MS inh
CCc1nccn1CCC(=O)N1CCC2(CCCN(CC3CCC3)C2=O)C1 (stereo unspecified)	-2
O=C(O)C1CCN(C(=O)C2(c3cccc(F)c3)CCCC2)CC1	-16
CON=C(C(=O)NC1C(=O)N2C(C(=O)O)=C(COC(C)=O)CSC12)c1csc(N)n1 (stereo unspecified)	10
O=C(Cn1nc(-c2ccco2)ccc1=O)NCCc1ccccc1	-14
CN(C)CC1(O)CCN(C(=O)Cn2c(C3CC3)nc3ccccc32)C1 (stereo unspecified)	-3
Clc1ccc2nc(N3CCN(C4CCCCC4)CC3)c3nncn3c2c1	-7
O=C(NCc1ccccc1Cl)C(O)(c1ccccc1)c1ccccc1	3
COc1cc(-c2cc(Cl)c3c(c2)CC(CN)O3)nc(N)n1 (stereo unspecified)	-5
COc1cc(-c2nn(CN3CCN(c4ccccn4)CC3)c(=S)o2)cc(OC)c1OC	9
COCCn1c(=NC(=O)C2=COCCO2)sc2ccccc21	-6
CCC(C)NC(=O)CSc1nnc(C)n1-c1ccccc1 (stereo unspecified)	-7
Cc1ccc(N2C3CCCCCN3CC2(O)c2ccc(Cl)cc2)cc1 (stereo unspecified)	19
CC1CN(C(C(=O)NCc2noc(-c3cccs3)n2)C(C)C)CC(C)O1 (stereo unspecified)	9
CCn1c(=N)n(CCO)c2ccccc21	-5
CCN(CC)CCn1c(=O)c2[nH]cnc2n(C)c1=O	-8
Cc1ccc(C)c(NC(=O)Cc2nc(CN3CCNC(=O)C3)cs2)c1	7
C=CC[C@@H]1CC=C[C@@H](C)N1C(=O)CCn1nnc2ccccc21	-7
Cc1ccccc1C(c1ncccc1C)N(C)C(=O)C1CCN(CCCOc2ccc(F)cc2)CC1 (stereo unspecified)	-2
Cc1c(C)n2c3c(=O)n(C)c(=O)n(C)c3nc2n1-c1ccccc1F	-11
CN1C(=O)Cc2cc(-c3csc(CCN4CCCCC4)n3)ccc21	-46
CC(=O)c1ccc(N2CCN(Cc3ccc(-n4cncn4)cc3)CC2)nc1	-25
Cc1ccccc1-c1noc(Cn2cnc3scc(-c4ccccc4)c3c2=O)n1	0
CCCn1c(CN2CCCC(C)C2)nc2c1c(=O)n(C)c(=O)n2C (stereo unspecified)	3
Cc1nonc1COC(=O)c1c(C)oc(C)c1C	-9
CCCCNC(=O)C1(C)CCN1Cc1cccc(OC(=O)c2ccccc2)c1 (stereo unspecified)	-5
CC1Cc2ccccc2N1C(=O)CN(C)S(=O)(=O)c1cc(C(F)(F)F)ccc1Cl (stereo unspecified)	0
O=C(c1ccsc1)N1CC[C@@H](c2ccc3c(c2)OCO3)[C@H](O)C1	-11
Cc1ccccc1C1(O)CCN(Cc2ccc(S(C)(=O)=O)cc2)C1 (stereo unspecified)	-12
Cc1cccc(C)c1NC(=O)C1C2CC3OC(=O)C1C3C2 (stereo unspecified)	-5
Cc1ccc(NC(=O)CN2CCCC3(CCc4ccccc43)C2)c(Br)c1 (stereo unspecified)	1

Grouped by structure, those above with a tert-butyl group (three)
SMILES	mcGAS MS inh
CC(NC(=O)C#Cc1ccccc1)C(C)(C)C (stereo unspecified)	5
COc1ccc(NC(=O)N(CC(O)c2ccccc2)CC(C)(C)C)c(Cl)c1 (stereo unspecified)	-7
CC(c1ncc(-c2ccccc2)o1)N1CCN(C(=O)C(C)(C)C)CC1 (stereo unspecified)	-9

In the list so far, these have a cyano group:
SMILES	mcGAS MS inh
N#CC1=C(c2ccc(Cl)c(Cl)c2)OCSC1=S	-5
CC(C)=Cc1ccc(C#N)c(=S)[nH]1	10

2 consecutive records already listed, for reference:
SMILES	mcGAS MS inh
CCc1nccn1CCC(=O)N1CCC2(CCCN(CC3CCC3)C2=O)C1 (stereo unspecified)	-2
O=C(O)C1CCN(C(=O)C2(c3cccc(F)c3)CCCC2)CC1	-16

High-throughput results deposited in PubChem by Fisher Drug Discovery Resource Center.

Only part of the results is shown; the hit share may differ from the screen's.
